RBX1-CUL1 inh = inhibitors of human ROC1-CUL1 ubiquitin ligase activity; E3 ubiquitin-protein ligase RBX1 (Homo sapiens) + Cullin-1 (Homo sapiens), P62877+Q13616; in vitro K48 di-Ub FRET, acceptor:donor ratio, 45 min; inhibition, % at 10 µM; 140,000 tested, 0.6% active; AID 1347404, 2020; in the data active means inhibition above about 25%
Target sequence (P62877 whole entry, looked up): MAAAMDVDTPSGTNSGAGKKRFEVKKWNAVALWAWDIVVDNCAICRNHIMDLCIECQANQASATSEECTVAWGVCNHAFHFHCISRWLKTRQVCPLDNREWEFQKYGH
Target sequence (Q13616 whole entry, looked up): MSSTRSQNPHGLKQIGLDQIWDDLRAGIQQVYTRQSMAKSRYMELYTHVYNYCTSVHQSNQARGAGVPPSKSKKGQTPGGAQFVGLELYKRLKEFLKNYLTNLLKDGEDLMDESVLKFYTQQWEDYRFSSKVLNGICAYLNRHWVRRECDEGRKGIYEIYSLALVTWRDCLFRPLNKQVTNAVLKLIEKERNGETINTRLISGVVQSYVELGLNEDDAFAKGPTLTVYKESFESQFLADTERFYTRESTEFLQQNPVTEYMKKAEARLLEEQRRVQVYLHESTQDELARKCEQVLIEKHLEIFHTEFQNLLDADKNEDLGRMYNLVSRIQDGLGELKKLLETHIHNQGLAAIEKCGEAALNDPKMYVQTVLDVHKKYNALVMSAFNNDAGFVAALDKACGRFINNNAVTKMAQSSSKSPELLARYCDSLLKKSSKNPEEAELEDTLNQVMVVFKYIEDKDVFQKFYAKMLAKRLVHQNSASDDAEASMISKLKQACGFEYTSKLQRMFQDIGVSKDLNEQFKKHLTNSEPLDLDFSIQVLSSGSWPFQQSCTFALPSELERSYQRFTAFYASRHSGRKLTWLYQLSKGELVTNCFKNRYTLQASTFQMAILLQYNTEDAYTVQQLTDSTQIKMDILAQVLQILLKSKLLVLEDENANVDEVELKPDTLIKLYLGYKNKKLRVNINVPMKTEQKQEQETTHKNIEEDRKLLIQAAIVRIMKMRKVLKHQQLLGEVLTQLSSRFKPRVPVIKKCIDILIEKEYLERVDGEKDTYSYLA
Numbers without * were called inactive.

cpd	SMILES	RBX1-CUL1 inh
1	CC(=O)c1cccc(NC(=O)c2nc(-c3ccccc3)n(-c3cccc(Cl)c3)n2)c1	-1
2	C#CC12C(=O)N(C)C3C(CCO)C1C=CCC32 (stereo not drawn)	5
3	Cc1c2c(nn1CO)CC(C)(C)CC2=O	0
4	c1ccc2c(N3CCCC3)nc(N3CCCC3)nc2c1	-12
5	CC(CC(C)=Nc1c(C)cc(C)cc1C)=Nc1c(C)cc(C)cc1C	-1
6	C=CCO[C@H]1[C@H](NC(=O)CSC)c2ccccc2C12CCN(Cc1ccc(Cl)cc1)CC2	7
7	O=c1c2c(nc3n1CCC3)sc1c(Br)c(O)ccc12	6
8	N/C(=N/N=C\c1ccc([N+](=O)[O-])o1)c1cnccn1	-6
9	COc1cccc(C2CC(C(F)(F)F)n3ncc(C(=O)NC(C)(C)C)c3N2)c1 (stereo not drawn)	-3
10	COc1cccc(OC)c1-c1cnnc(N2CCN3CCCC3C2)n1 (stereo not drawn)	-2
11	CCCOC(=O)c1cccc(NC(=O)COc2ccc(C(C)C)c(C)c2)c1	8
12	CN(C)c1ncc2c(n1)CCCC2NS(=O)(=O)/C=C/c1ccccc1 (stereo not drawn)	-23
13	CCOC(=O)N1CCc2c(sc3c2C(=O)NC(c2ccc(C(=O)OC)cc2)N3)C1 (stereo not drawn)	1
14	Cc1ccc(-c2cncnc2C2CCCN(C(=O)/C(F)=C/c3ccccc3)C2)cc1 (stereo not drawn)	4
15	Cc1ccc(C)c(CNC(=O)CCn2cccn2)c1	-5
16	CN(CC(=O)Nc1cccnc1Cl)S(=O)(=O)c1ccc(Cl)cc1	-7
17	Cc1nc2cc(Br)cc(Br)c2o1	-3
18	CCOc1ccc(NC(=O)c2cc(C)nc3c2c(C)nn3-c2ccc(C)cc2)cc1	-13
19	Cc1cccc(CN2C(=O)N=C(Cc3ccc(C)s3)C2=O)c1	-5
20	COc1ccc(CCNC(=O)Cc2c(C)c3cc4c(C(C)(C)C)coc4c(C)c3oc2=O)cc1	7
21	COc1ccc2oc(=Nc3ccc(Br)cc3)c(C(N)=O)cc2c1	-3
22	Cc1cc(C)cc(OCC(=O)Nc2nc3c(s2)CC(C(C)(C)C)CC3)c1 (stereo not drawn)	9
23	CCC(Oc1ccc2c3c(c(=O)oc2c1)CCC3)C(=O)OC (stereo not drawn)	3
24	COc1ccc(OCCNC2CCCC2)cc1	0
25	Cc1ccc(C(=O)N2c3ccc(C(c4ccccc4)(c4ccccc4)c4ccccc4)cc3C(C)(c3ccc(F)cc3)CC2(C)C)cc1 (stereo not drawn)	-13
26	Brc1ccc(-c2csc(CSc3ccccc3)n2)cc1	2
27	Cn1c(=Nc2ccccc2)sc2ccccc21	-4
28	O=S(=O)(c1ccc(-c2cc(C(F)(F)F)on2)s1)N1CCN(c2ccc(F)cc2)CC1	-1
29	Cc1ccc(Cn2c(C(=O)O)c(CNCCc3ccco3)c3ccc(C)cc32)cc1	3
30	Fc1cccc(Cl)c1COc1ccc(/C=N/Nc2nc(-c3ccc(Cl)cc3Cl)cs2)cc1	-2

(more compounds)
cpd	SMILES	RBX1-CUL1 inh
31	O=S(=O)(c1ccc(Cl)cc1)c1ccc(Cl)c(Cl)c1	2
32	CCOC(=O)c1c(CN2C(=O)c3ccccc3C2=O)oc2cc(Br)c(OC)cc12	2
33	O=C(O)c1cccc(Cn2cc(Br)cn2)c1	-4
34	COc1ccccc1-c1cc2nc(C)c(CCC(=O)NCCc3cccc(C)c3)c(C)n2n1	0
35	COC(=O)c1cc(S(=O)(=O)NCC2CCN(Cc3ccccc3F)CC2)c[nH]1	-7
36	CCOC(=O)c1ccc(NC(=O)CSc2nc(C)c(Cc3ccccc3)c(=O)[nH]2)cc1	-7
37	Cc1cc(C)nc(NS(=O)(=O)c2ccc(NC(=O)c3ccccc3C(=O)O)cc2)n1	-2
38	Cc1cnc(CN2CCCC(CCC(=O)N3CCOCC3)C2)[nH]1 (stereo not drawn)	4
39	CCOC(=O)COc1ccc(C)cc1C(=O)c1cnc2c(c1)COc1ccccc1-2	-2
40	Cc1cccc(N2CCN(S(=O)(=O)c3csc(C(N)=O)c3)CC2)c1C	-5
41	CCOc1ccc(CCNC(=O)CCCc2nnc3n(CCCOC)c(=O)c4sccc4n23)cc1	0
42	CCOC(=O)c1c(C)oc2ncnc(N3CCN(c4ccccc4)CC3)c12	6
43	CCN1CCOC(=O)C1CC(=O)Nc1cc(C)ccc1OC (stereo not drawn)	-11
44	Brc1ccccc1OCCN1CCCC1	9
45	O=C(CCN1C(=O)c2cccc3cccc(c23)C1=O)NCc1cccnc1	7
46	FC(F)(F)c1cccc(N2CCN(c3nc4ccccc4n4cnnc34)CC2)c1	4
47	CC1=NC(=O)CC(c2ccccc2Cl)C1C(=O)OC1CCCCCC1 (stereo not drawn)	5
48	CCCOc1ccc(C(=O)Nc2ccc3oc(-c4ccncc4)nc3c2)cc1	1
49	Cc1cc(C)cc(OCC(=O)N/N=C/c2cnc3ccccc3n2)c1	5
50	C=CCSc1nnc(-c2cnn(-c3ccccc3)c2N)n1-c1ccc(Cl)cc1	9
51	COc1cccc(N2C(=NC(=O)c3ccc(Br)cc3)SC3CS(=O)(=O)CC32)c1 (stereo not drawn)	10
52	CCn1ccnc1CN(Cc1cccnc1)CC1CCCN(C2CCCCC2)C1 (stereo not drawn)	7
53	COc1ccc(CNC(=O)Cn2c(-c3ccccc3)cc(C(C)=O)c2C)cc1OC	12
54	O=c1c2c3c(sc2nc(SCCc2ccccc2)n1-c1ccccc1)CCCCC3	-5
55	Cc1ccc(Sc2ccc(N3CCCC(C(=O)Nc4ccc(Br)cc4)C3)nn2)cc1 (stereo not drawn)	18
56	Cc1ccc2nc(Cl)c3cc(C(=O)NC4CCCCCC4)sc3c2c1	-2
57	O=C1NC(c2cccc(F)c2)C(C(=O)c2ccccc2)C(O)(C(F)(F)F)N1 (stereo not drawn)	-5
58	O=C(CN1CCCCC1)Nc1ccc(OC(F)(F)F)cc1	-4
59	Cc1ncc2c(c1-c1noc(C3CCN(c4ncccn4)CC3)n1)CCNC2	-2
60	O=C(c1ccc(N2CCOCC2)cc1)N1CCN(c2ccccc2)CC1	-2

The results go on:
cpd	SMILES	RBX1-CUL1 inh
61	O=C1CC(CNc2ccc(-c3nc(C4CC4)no3)cn2)CN1C1CCCC1 (stereo not drawn)	-7
62	Cc1ccc(NC(=O)Cn2cc(/C=C3/SC(=O)N(C(C)C)C3=O)c3ccccc32)cc1	-3
63	Cc1ccc(NC(=O)CN2C(=O)CCSc3ccc(S(=O)(=O)N4CCCC4)cc32)cc1C	1
64	CC(NC(=O)c1sc2cc(Cl)ccc2c1Cl)C1CCCO1 (stereo not drawn)	-1
65	CCOC(=O)c1c(C)n(C)c2cc3c(cc12)oc(=O)n3C	-3
66	N#Cc1c(-c2ccccc2)ncnc1N1CCCCC1	1
67	O=C(CC(O)(C(F)(F)F)C(F)(F)F)Nc1ccccc1Br	-2
68	CCOC(=O)c1coc2c(CN(C)C)cc(O)c(Cl)c12	-1
69	Cc1ccc(C2C(/C=C3/SC(=S)NC3=O)=C(c3cccs3)Oc3ccccc32)cc1 (stereo not drawn)	0
70	CCCc1ccc(OCC(=O)Nc2sc3c(c2C(=O)OCC)CCC(C(C)(C)C)C3)cc1 (stereo not drawn)	5
71	Cc1ccc(-c2nnc(Nc3ccc(O)cc3)c3ccccc23)cc1S(=O)(=O)NC(C)(C)CO	-1
72	COC(=O)Nc1ccc(S(=O)(=O)Nc2ccccc2SC(F)F)cc1	9
73	Cc1ccc(-c2nc(CS(=O)CC(=O)N3CCN(c4cccc(Cl)c4)CC3)c(C)o2)cc1 (stereo not drawn)	9
74	CC(C)(C)c1cc2oc3c(c2c(/C=N/NC(=O)c2sc4ccccc4c2Cl)c1O)CCCC3	-6
75	CC(=O)Nc1nonc1-c1nnc(SCC(=O)Nc2ccccc2)n1-c1ccccc1	-3
76	N#CC1C(=N)Oc2nc[nH]c(=O)c2C1c1ccc(-c2ccccc2)cc1 (stereo not drawn)	-6
77	CCCCNC(=O)CCCn1c(=O)c2ccccc2n(Cc2c(C)cc(C)cc2C)c1=O	-4
78	O=C1Nc2ccccc2C1=Nc1ccc(N=C2C(=O)Nc3ccccc32)c([N+](=O)[O-])c1	-3
79	O=c1[nH]c(C(Cl)Cl)nc2scc(-c3ccccc3)c12	-7
80	Cc1cccc(OCc2nc(C#N)c(N3CCN(c4ccccc4)CC3)o2)c1	6
81	COCCN1CCCC2(CCN(C(=O)CCc3ccc(C)cc3)C2)C1=O (stereo not drawn)	2
82	Cc1ccccc1C1c2[nH]c3ccccc3c2CCN1Cc1nccs1 (stereo not drawn)	4
83	CCCCCn1cc2c(c1-c1ccccc1Br)c(=O)n(C)c(=O)n2C	8
84	CC(C)C(=O)Nc1ncc(Cc2cccc(Cl)c2Cl)s1	9
85	COc1ccccc1OCCNC(=O)c1cc(C(F)(F)F)cc(C(F)(F)F)c1	5
86	COc1ccc(OCC(O)CN2CCN(C(c3ccccc3)c3ccccc3)CC2)cc1 (stereo not drawn)	7
87	COc1ccc(/C=C/C(=O)c2ccc3[nH]c4ccccc4c3c2)cc1	3
88	Cc1ccc(-n2c(SCC(=O)Nc3ccc4c(c3)OCO4)nc3c([nH]c4ccccc43)c2=O)cc1	-13
89	CCCOc1ccc(C(=O)N(Cc2ccco2)Cc2ccco2)cc1	3
90	CC(=O)c1c(C)[nH]c(-c2ccccc2)c1C	-5

Ordered by SMILES length (lowest first): part of the list above.
cpd	SMILES	RBX1-CUL1 inh
66	N#Cc1c(-c2ccccc2)ncnc1N1CCCCC1	1
31	O=S(=O)(c1ccc(Cl)cc1)c1ccc(Cl)c(Cl)c1	2
5	CC(CC(C)=Nc1c(C)cc(C)cc1C)=Nc1c(C)cc(C)cc1C	-1
74	CC(C)(C)c1cc2oc3c(c2c(/C=N/NC(=O)c2sc4ccccc4c2Cl)c1O)CCCC3	-6

Four entries from above, field by field:
69. Cc1ccc(C2C(/C=C3/SC(=S)NC3=O)=C(c3cccs3)Oc3ccccc32)cc1 (stereo not drawn)
  RBX1-CUL1 inh: 0
90. CC(=O)c1c(C)[nH]c(-c2ccccc2)c1C
  RBX1-CUL1 inh: -5
76. N#CC1C(=N)Oc2nc[nH]c(=O)c2C1c1ccc(-c2ccccc2)cc1 (stereo not drawn)
  RBX1-CUL1 inh: -6
77. CCCCNC(=O)CCCn1c(=O)c2ccccc2n(Cc2c(C)cc(C)cc2C)c1=O
  RBX1-CUL1 inh: -4

The list continues.
cpd	SMILES	RBX1-CUL1 inh
91	COCCCNC(=O)C1CCN(C(=O)c2ccc(-n3ccc4ccccc43)s2)CC1	0
92	Cc1ccc(-n2nnnc2CC=Nc2cc(C)on2)cc1	3
93	COCCn1c(SCC(=O)Nc2ccc(C)c(Cl)c2)nnc1-c1ccccc1	-7
94	CCOC(=O)c1cc(Cl)nc(Cl)c1C	-1
95	O=C(/C=C/c1ccsc1)c1sccc1Br	3
96	COc1ccc(NC(=O)c2ccco2)cc1NC(=O)COc1ccccc1	-7
97	COc1ccc(Cn2ccnc2SCC(=O)NC2CCCC2)cc1	6
98	COc1cc([C@@H]2C[C@H]3CN(C)C(=O)[C@]34CCCN24)cc(OC)c1OC	0
99	CCC(=O)N1CCc2cc(S(=O)(=O)NC(C(=O)NCCc3cccc(C)c3)C(C)C)ccc21 (stereo not drawn)	5
100	CCN(CC)S(=O)(=O)c1ccc(-c2csc(-c3ccccc3)n2)cc1	10
101	C#CCOc1cc(-n2c(=O)c(C)nn(C)c2=O)c(F)cc1Cl	-10
102	C=CCn1c(SCC(=O)NCc2cccnc2)nc2sc3c(c2c1=O)CCC3	-8
103	O=C(CSc1nnc(-c2ccccc2Br)o1)c1ccccc1	-4
104	Cc1ccc(NC(=O)Nc2csc3c2CCCC3)c(C)c1	-6
105	CCOc1ccccc1NC(=O)C1C(C)=NC(=O)NC1c1ccc(F)cc1 (stereo not drawn)	7
106	Cc1ccc(Cl)cc1NC(=O)c1sc2nc(-c3ccccc3)cn2c1C	-5
107	COCCC1CCCCN1C(=O)c1cc(COc2ccc(F)cc2F)on1 (stereo not drawn)	-2
108	COc1ccc(N2CCN(S(=O)(=O)C3C(=O)NC(=O)N=C3C)CC2)cc1 (stereo not drawn)	0
109	O=C1CCCC(=NNC(=O)c2ccccc2Br)C1	6
110	CCOC(=O)CSc1nc(-c2ccc(Cl)cc2)cc(C(F)(F)F)c1C#N	-2
111	COC(=O)c1ccc(Cn2nc(C)c([N+](=O)[O-])c2C)o1	-5
112	COc1ccc(C(=O)N2CCC(Cc3ccccc3)CC2)cc1C	-11
113	CCOC(=O)c1csc(CCNC(=O)CCC2(Cc3ccc(OC)cc3F)CCC(=O)N2)n1 (stereo not drawn)	4
114	Brc1cccc(Sc2ccccc2)n1	3
115	Cn1c(=O)n(C)c2cc(NS(=O)(=O)c3ccc(Br)cc3)c(NCc3ccccc3)cc21	-1
116	COc1ccccc1CC(=O)Nc1ccc2c(c1)C(=O)NC2=O	-2
117	CCOc1cc(C#N)c(-n2cccc2)cc1OCC	-12
118	O=C(NCc1ccccc1)C1Cc2ccccc2CN1S(=O)(=O)c1cccs1 (stereo not drawn)	0
119	Cc1cc(C(=O)NC(C(C)C)C(C)C)ccc1NS(C)(=O)=O	0
120	CCC(Nc1ccc(Br)cc1)C(=O)N/N=C/c1ccc(N(C)C)cc1 (stereo not drawn)	1

Remaining list, next part
cpd	SMILES	RBX1-CUL1 inh
121	COc1ccc(CNC(=O)CNS(=O)(=O)c2ccc(Cl)cc2)cc1	-10
122	Cn1c(=O)c2nc(/C=N/O)cnc2n(C)c1=O	-1
123	CC(=O)N(CN1C(=O)c2ccccc2C1=O)c1ccccc1Cl	3
124	O=c1cnnc(Nc2ccc(O)cc2)[nH]1	-1
125	CCC1CCc2nc3sc(C(=O)Nc4ccc(Br)cc4F)c(N)c3cc2C1 (stereo not drawn)	0
126	COc1ccc(CNC(=O)CCS(=O)(=O)c2ccc3c(c2)CC(C)N3C(=O)C2CC2)cc1 (stereo not drawn)	4

High-throughput results from PubChem.

Some of the compounds tested; rates above refer to the full screens.
